Assay outcomes from PubChem BioAssay.
NPY-Y2 PAM-ag: NPY-Y2 potentiators or agonists, primary screen, cell-based | Neuropeptide Y receptor type 2 (Homo sapiens), P49146 | cells expressing NPY-Y2, potentiator/agonist read-out | 220,000 tested, 0.45% active | AID 1359, 2008 | activation, % at 3.6 µM; in the data active = activation above about 27%;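 note: cells stimulated with NPY near EC25 plus isoproterenol at EC100; 0% = vehicle plus submaximal agonist and 100% = vehicle plus saturating agonist; some results beyond the cut were filed as inactive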
MDM2 E3 inh: MDM2-luciferase reporter signal enhancers, primary screen, MDM2 E3 ligase inhibitor project, cell-based, luminescence, 1536-well | E3 ubiquitin-protein ligase Mdm2 (Homo sapiens), Q00987 | 210,000 tested, 0.11% active | signal enhancement, % at 5 µM | cell-based MDM2 ubiquitination luciferase reporter, 2 h; 0 = plate control, 100 = twice control, blank-subtracted | AID 1230, 2008;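 active = signal enhancement of 30% or more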;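 note: luminescence tracks abundance of the self-degrading MDM2-luciferase fusion protein; higher signal means inhibition of MDM2 E3 ligase activity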
Target sequence (Q00987 whole entry, looked up, the tested form may be a part): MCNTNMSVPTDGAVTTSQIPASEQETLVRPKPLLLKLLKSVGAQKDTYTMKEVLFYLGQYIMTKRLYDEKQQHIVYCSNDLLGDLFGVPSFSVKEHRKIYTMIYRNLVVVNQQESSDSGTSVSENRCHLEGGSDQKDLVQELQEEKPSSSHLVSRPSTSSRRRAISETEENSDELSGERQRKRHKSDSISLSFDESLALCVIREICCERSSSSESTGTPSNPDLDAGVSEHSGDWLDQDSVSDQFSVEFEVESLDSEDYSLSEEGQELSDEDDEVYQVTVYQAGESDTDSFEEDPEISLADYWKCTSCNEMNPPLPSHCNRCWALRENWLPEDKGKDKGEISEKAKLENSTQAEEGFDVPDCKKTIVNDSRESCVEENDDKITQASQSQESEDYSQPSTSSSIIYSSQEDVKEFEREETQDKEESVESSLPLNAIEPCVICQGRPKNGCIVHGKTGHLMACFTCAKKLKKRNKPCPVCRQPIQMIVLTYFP
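system = mammalian cells stably expressing self-ubiquitinating, self-degrading MDM2 E3–luciferase fusion | quantity = 2000 cells per well seeded | incubation = 4 h cell settling then 2 h compound exposure, 37 °C | signal = SteadyLite luminescence, 15 min reagent step | benchmarks = plate control and blank wells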
eIF4E 4G PPI: eIF4E–eIF4G protein interaction inhibitors, primary screen, biochemical, uHTS, TR-FRET, eIF4GI fragment; inhibition, % at 21.7 µM; TR-FRET eIF4E-eIF4GI(517-606) binding, 2 h; 220,000 tested, 0.37% active;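 active = inhibition above about 30%, limit read from the data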;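 note: 0% = full FRET control wells and 100% = background wells lacking eIF4GI fragment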
Wee1 stabilizer: Wee1 degradation inhibitors, primary screen, cell-based, HeLa, Wee1K328M-luciferase, luminescence; reporter increase, % at 5 µM; HeLa Luc-Wee1K328M stability; 100% = proteasome inhibitor MG132 effect; 220,000 tested, 1.2% active;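 active = activation above the mean of all tested compounds plus 3 SD, set per screening run, cut at about 8.8% in these data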;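 note: cells exposed to compound for 20 h before luminescence read; 0% = DMSO alone and 100% = MG132 at 30 µM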
BaF3 parental: parental Ba/F3 cell viability inhibition, counter-screen for JAK2V617F inhibitor project, murine pro-B, CellTiter-Glo luminescence; 220,000 tested, 1.1% active; CellTiter-Glo ATP luminescence; inhibition, % at 5.6 µM;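 active = inhibition above a per-campaign cutoff, the mean inhibition of all tested compounds plus 3 SD, cut at about 27% in these data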;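 note: 0% = DMSO wells and 100% = JAK Inhibitor I control wells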
Ba/F3 V617F tox: reduced viability of JAK2V617F-dependent Ba/F3 cells, primary screen, JAK2V617F inhibitor project, cell-based, Ba/F3 EpoR-JAK2V617F, luminescence | ATP luminescence | inhibition, % at 5.6 µM | 220,000 tested, 1.1% active | AID 1446, 2008;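 active = inhibition above the campaign mean plus 3 SD over all tested compounds, cut at about 24% in these data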;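 note: cytokine-independent growth of Ba/F3 cells driven by EpoR plus mutant JAK2; 0% = DMSO-treated cells and 100% = JAK inhibitor I control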
S1P4 antagonist: S1P4 receptor antagonists, primary screen, cell-based; Sphingosine 1-phosphate receptor 4 (Homo sapiens), O95977; AID 1510, 2009; inhibition, % at 4.98 µM; 220,000 tested, 0.26% active; S1P4-expressing cells, antagonist mode, reporter read-out; in the data active = inhibition above about 29%;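 note: 0% = wells stimulated with agonist and 100% = vehicle wells without agonist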
Target sequence (O95977 whole entry, looked up): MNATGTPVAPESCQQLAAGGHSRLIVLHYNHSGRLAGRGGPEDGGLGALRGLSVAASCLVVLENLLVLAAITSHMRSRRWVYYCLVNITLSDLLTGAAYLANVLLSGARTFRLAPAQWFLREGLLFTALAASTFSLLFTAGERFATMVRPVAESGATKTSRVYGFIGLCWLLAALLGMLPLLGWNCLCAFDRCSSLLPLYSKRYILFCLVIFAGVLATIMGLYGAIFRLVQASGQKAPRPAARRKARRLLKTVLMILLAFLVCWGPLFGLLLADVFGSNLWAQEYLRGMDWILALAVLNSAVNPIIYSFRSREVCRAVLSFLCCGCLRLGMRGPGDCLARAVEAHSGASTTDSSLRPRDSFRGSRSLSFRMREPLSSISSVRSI
S1P4 ag: S1P4 receptor agonists, primary screen, cell-based | activation, % at 4.98 µM | 220,000 tested, 0.35% active | Sphingosine 1-phosphate receptor 4 (Homo sapiens), O95977 | S1P4-expressing cell line, agonist reporter assay; in the data active = activation above about 11%;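 note: 0% = DMSO vehicle and 100% = reference agonist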
PERK inhibitor: block of dimerizer-induced PERK translation repression, primary screen, PERK inhibitor project, CHO PERK-DD cells, SEAP luminescence, HTS; 220,000 tested, 0.17% active; inhibition, % at 5.6 µM; AID 1416, 2008; CHO PERK-DD fusion, SEAP luminescence translation reporter;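 active = inhibition above the mean inhibition of all tested compounds plus 3 SD, set separately per screening campaign, cut at about 2.9% in these data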;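 note: PERK kinase domain activated by AP20187 dimerizer at 100 nM; 0% = DMSO with dimerizer and 100% = rapamycin at 8.4 µM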
* = called active by the depositor; / = no result given; [ ] = another dose, or the depositor's remark.

molecule,NPY-Y2 PAM-ag,MDM2 E3 inh,eIF4E 4G PPI,Wee1 stabilizer,BaF3 parental,Ba/F3 V617F tox,S1P4 antagonist,S1P4 ag,PERK inhibitor
COC(=O)Cc1c(C)c2ccc(OC(=O)c3ccco3)cc2oc1=O,1,-15,0,-3,1,-3,1,2.0,2.2
CSC1=NCCN1C(=O)c1c(F)cccc1Cl,-12,8,-2,1,6,3,-4,-1.9,1.0
COCCCNCCOc1cc(C(C)C)ccc1C,2,3,1,-1,3,0,-26,-0.9,0.8
Cc1ccc(C)n1-n1c(C)nc2sc(-c3ccccc3)cc2c1=O,-6,-16,-1,0,4,1,8,-2.8,-1.5
COc1cc(C(=O)NCCc2nc3ccccc3n2C)cc(OC)c1OC,-13,/,5,1,0,-3,0,2.2,-1.6
Cc1cc(NC(=S)N(CCN2CCOCC2)Cc2ccccc2F)ccc1Cl,11,-16,-5,-2,6,0,-5,0.2,0.5
COc1ccc(/C=N/NS(=O)(=O)c2ccc(C)cc2)cc1OC(=O)c1ccccc1,-4,-3,0,1,3,-1,-11,-5.5,-0.7
NC(=O)c1cc(Cc2ccccc2)sc1NC(=O)c1ccco1,-6,-15,20,6,8,0,-12,2.2,-0.7
COc1ccc(NC(=O)C(c2ccccc2)N(C)C(=O)c2cnccn2)cc1 (centres undefined),6,-10,5[fluorescence artefact?],2,3,-2,-11,0.1,-1.3
CC(NC(=O)c1ccccc1Cl)C(=O)O (centres undefined),18,-5,1,0,-1,-1,1,0.5,0.3
Cc1c(OCc2ccc(C(=O)O)o2)ccc2c3c(c(=O)oc12)CCC3,-6,-28,8,2,5,4,-10,0.7,0.5
COc1cccc(NC(=O)C(Sc2nnnn2C)c2ccccc2)c1 (centres undefined),-6,-8,1,0,9,4,4,1.0,0.8
O=C(O)C1CCC(=O)N(C2CC2)C1c1ccccc1 (centres undefined),-8,-13,-2,2,6,0,-1,3.1,1.5
Cc1cccc(NC(=S)NNC(=O)c2ccco2)c1,-6,-7,8,0,0,-1,-13,-0.4,3.1*
CCOc1ccc(-n2c(-c3ccco3)nc3c(cnn3-c3ccc(C)cc3)c2=O)cc1,-9,-12,0,-3,1,-3,-3,1.1,-0.1
CCOC(=O)CC(NC(=O)c1cc2ccccc2oc1=O)c1cccc([N+](=O)[O-])c1 (centres undefined),-5,/,10[fluorescence artefact?],0,7,-1,-4,-1.6,0.1
CCSc1nnc(NC(=O)CSc2nnc(CNC(=O)c3ccc(OC)cc3)o2)s1,-2,-8,-2,7,7,-2,-20,1.0,0.8
Cc1ccc(C)c(N2CCN(C(=O)C3CCCCN3S(=O)(=O)c3ccc(F)cc3)CC2)c1 (centres undefined),4,-11,/,-2,1,-4,4,-0.8,-0.5
COC(=O)c1ccccc1NC(=O)NCc1ccco1,4,0,-4,0,5,0,-1,0.4,0.9
O=C(O)c1ccccc1-c1ccccc1C(=O)Nc1ccccc1,4,-12,10,0,2,0,-17,1.8,0.2
Cc1cccc(-c2nnn(Cc3nnc(NC(=O)c4ccccc4)s3)n2)c1,-4,-8,-9,2,-1,-1,-5,-1.7,0.8
CCSC(=Nc1ccccc1)Nc1ccccc1,13,-6,0,-1,2,2,11,-0.8,0.4
O=S1(=O)CCC(NS(=O)(=O)c2cccc3cccnc23)C1 (centres undefined),6,-22,3,2,7,-5,-4,-2.0,1.7
Cc1c(C)n(CC(O)CN2CCCCCC2)c2ccccc12 (centres undefined),9,-19,-7[fluorescence artefact?],-2,2,0,10,0.4,0.0

Complete entries as entered above.
Cc1c(C)n(CC(O)CN2CCCCCC2)c2ccccc12 (centres undefined) in the list: NPY-Y2 PAM-ag: 9; MDM2 E3 inh: -19; eIF4E 4G PPI: -7[fluorescence artefact?]; Wee1 stabilizer: -2; BaF3 parental: 2; Ba/F3 V617F tox: 0; S1P4 antagonist: 10; S1P4 ag: 0.4; PERK inhibitor: 0.0
COC(=O)c1ccccc1NC(=O)NCc1ccco1 in the list: NPY-Y2 PAM-ag: 4; MDM2 E3 inh: 0; eIF4E 4G PPI: -4; Wee1 stabilizer: 0; BaF3 parental: 5; Ba/F3 V617F tox: 0; S1P4 antagonist: -1; S1P4 ag: 0.4; PERK inhibitor: 0.9

Further entries follow:
molecule,NPY-Y2 PAM-ag,MDM2 E3 inh,eIF4E 4G PPI,Wee1 stabilizer,BaF3 parental,Ba/F3 V617F tox,S1P4 antagonist,S1P4 ag,PERK inhibitor
Cn1c(=O)cc(SCC(=O)NCCCN2CCN(c3ccccc3F)CC2)c2ccccc21,-4,-3,0,1,6,6,-18,1.4,-0.3
COc1ccc(C(C)=O)cc1CSCCC(=O)O,-1,-9,-2,0,10,7,-11,0.7,1.1
Cc1ccccc1-n1nc(C)c2c(C(=O)NN)cc(-c3ccncc3)nc21,5,-22,-1,-1,2,0,-2,-0.6,0.1
c1ccc(Nc2ccccn2)nc1,-13,/,-6,3,-3,-7,-16,1.2,0.4
CCc1ccc(-c2csc(NC(=O)Oc3ccccc3)n2)cc1,20,-1,0,7,4,1,-5,-1.6,0.6
O=C1c2ccccc2NC(c2ccc(-c3cccc([N+](=O)[O-])c3)o2)N1O (centres undefined),18,-5,-8,2,3,-4,2,0.6,0.2
C[N+]1(CC(O)COc2ccccc2)CCN(C(=O)c2ccc([N+](=O)[O-])cc2)CC1 (centres undefined),4,-6,-7,0,2,-1,-11,1.2,0.3
O=C(NCc1ccc2c(c1)OCO2)c1cccc2c1C(=O)N(C1CCCCC1)C2,-16,-4,0,-1,3,1,-5,1.4,0.5
CCC(=O)Nc1ccc(C(=O)CSc2nnc(-c3cccnc3)o2)cc1,4,4,-1,4,3,-4,-8,3.4,-0.9
O=C(Nc1ccc(C(=O)O)cc1)/C(=C\c1ccc([N+](=O)[O-])cc1)NC(=O)c1ccc(Br)cc1,-20,-13,2,-1,0,3,-15,0.5,-0.1
CC1CCCN(Cc2nc3c(c(=O)n(C)c(=O)n3C)n2CCCc2ccccc2)C1 (centres undefined),-18,-8,-5[fluorescence artefact?],-1,1,0,-13,1.1,-1.2
Cc1cc([N+](=O)[O-])cc2c1NC(c1ccccn1)C1CC=CC21 (centres undefined),12,/,2,0,2,-2,0,2.1,0.2
COC(=O)c1cc(C(=O)OC)cc(N2C(=O)CN=C2Nc2nc(C)cc(C)n2)c1,10,-18,3[fluorescence artefact?],-1,1,0,-19,-2.2,0.3
COc1ccc(/C=C/C(=O)NCCCc2ccccc2)cc1OC,-23,-1,10[fluorescence artefact?],4,1,-2,-6,-0.2,0.3
CCOC(=O)C1=C2c3cc(OC)c(OC)cc3CC(C)(C)N2C(=O)C1=O,-11,-2,-3,1,4,1,3,1.7,-0.5
NC(=O)Cn1nc2sc3ccccc3n2c(=O)c1=O,3,-6,1,-3,1,-4,3,1.2,0.8
c1ccc(-c2ncc(-c3ccn[nH]3)s2)cc1,16,-35,0,8,8,1,-2,-1.4,0.6
O=C(Cn1nc(C(=O)O)c2ccccc2c1=O)Nc1ccc2c(c1)OCO2,4,-4,9,0,-3,-5,9,2.0,1.1
CCC(=O)N1c2ccccc2NC2=C(C(=O)CC(c3ccco3)C2)C1c1ccco1 (centres undefined),7,-15,7,2,3,-3,-6,-0.5,0.6
CN(C)S(=O)(=O)c1cc(NC(=O)CNCCN2CCOCC2)ccc1Cl,-6,-7,6,0,-4,-5,5,0.2,0.7
CN(CC(=O)Nc1ccc(N2CCOCC2)cc1)C(=O)COc1ccccc1F,-7,-16,-2,2,2,5,-7,1.6,1.3
CCOCCCNC(=O)c1ccc(OC)cc1,1,-18,0,2,0,-4,9,0.7,-0.4
O=C(O)CCC(=O)NNC(=O)COc1ccc2ccccc2c1Br,-21,-5,0,1,4,-2,17,1.3,0.3
CCOC(=O)C1(CCOC)CCN(Cc2ccncc2)CC1,-10,-7,2,-2,6,1,-2,0.3,1.2
O=C(c1ccc([N+](=O)[O-])cc1)N1CCN(C(=O)c2cccs2)CC1,-2,-7,25,1,4,0,-12,2.1,0.6
O=C(NCc1nc2ccccc2[nH]1)C1=C[C@@H](c2ccc(Br)cc2)C[C@@H](OCc2ccc(CO)cc2)O1,0,/,-3,-1,1,-3,-5,0.5,0.8
COc1ccccc1C(=O)NC(CCSC)C(=O)NCC(c1ccco1)N(C)C (centres undefined),11,2,-1,2,8,-5,4,-0.5,-0.4
CCSc1nnc(NC(=O)CSc2nccn2-c2cccc(C)c2C)s1,-3,-13,1,1,1,3,-1,2.3,-1.8
Cc1ccc(-c2nnc(N3CCN(C(=O)c4cccs4)CC3)c3ccccc23)cc1,-5,-11,5,4,0,0,-21,1.7,-0.1
N#Cc1ccc(-c2csc(NC(=O)c3ccc(S(=O)(=O)N4CCc5ccccc5C4)cc3)n2)cc1,10,7,6,-1,3,-1,-18,0.9,0.7
N#CCSc1nnc(Nc2ccccc2)s1,-4,/,5[fluorescence artefact?],-2,4,-2,-1,0.2,1.2
O=C(Nc1ccccc1C(=O)NC(Cc1c[nH]c2ccccc12)C(=O)O)c1ccccc1 (centres undefined),9,-1,1,0,6,-6,0,11*,-0.2
Nc1cc(S(=O)(=O)N2CCCCC2)ccc1N1CCOCC1,-11,-6,2,-3,7,0,-14,2.1,0.3
Cc1ccccc1-n1nc(C)c(N=O)c1N,3,-18,-2,0,9,1,-5,1.1,0.0

Compounds as they come; overall some 4.1% were active at least once.
